Screening data: PubChem, several laboratories
TRPC4 PAM: TRPC4 (mouse) allosteric potentiation; HEK293 TRPC4beta/mu-opioid, DAMGO EC20, Fluo-4 Ca2+ flux; stronger effect = higher value; Q9QUQ5; 0.42% of 310,000 active; B-score at 10 µM;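 active = B-score of calcium response area above 5 SD of library B-scores, with initial fluorescence ratio within 5 SD of library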;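 note: B-score of integrated fluorescence ratio over time as area under calcium response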
MrgX1 agonist: activates human MrgX1 receptor signaling; B-score at 10 µM; Q96LB2; MrgX1-HEK293 cells, Fluo-4 calcium fluorescence, agonist mode; stronger effect = higher value; 0.44% of 310,000 active; AID 588627;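 active = calcium response B-score plate-corrected fluorescence ratio at least 3 library SD, with starting fluorescence B-score inside 5 SD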
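Material: HEK293 cells stably expressing human MrgX1 receptor | Quantity: 15,000 cells per well | Times: Cells plated overnight, dye loaded 0.5 h 37 °C, 0.5 h room temperature | Measured by: Kinetic Fluo-4 NW fluorescence of intracellular calcium | Control set: Positive and negative controls per plate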
AI-2 QS modul: modulators of Vibrio harveyi AI-2 quorum sensing system; Vibrio harveyi JMH597 AI-2 luminescence/OD600 ratio, 9 h; stronger effect = lower value; strain lacks LuxN and CqsS sensors; 0 = neutral-control median; activity change, % at 7.5 µM; 0.4% of 300,000 active; in the data active = activity change below about -75%, passing the limit was not always enough;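 note: luminescence divided by OD600 gain over 9 h not by final OD600 alone; inactives centre near 13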
MrgX1 antag: blocks BAM8-22 activation of human MrgX1 receptor. Q96LB2. MRGX1-HEK293 calcium flux, Fluo-4, BAM8-22 antagonism; stronger effect = lower value. B-score at 10 µM. 1.3% of 310,000 active;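 active = calcium-response B-score plate-corrected more than 3 library SD below zero, starting fluorescence within 5 deviations, no agonist response on first addition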;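 note: peak minus trough fluorescence over baseline after final BAM8-22 challenge near maximal dose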
HIF act: HIF pathway transcriptional activation | U2OS HRE-luciferase reporter, luminescence; normalized: DMSO 0%, desferrioxamine 100% | activation, % at 7.5 µM (by protocol) | 0.32% of 300,000 active;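 active = mean activation of at least 10% of the iron chelator positive control signal, with at least half of replicates also reaching 10%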
TRPC4 block: inhibitors of mouse TRPC4 channel. HEK293 TRPC4beta/mu-opioid, DAMGO-evoked Fluo4 calcium flux; stronger effect = lower value. B-score at 10 µM. 0.39% of 300,000 active. AID 2247;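 active = B-score over 3 SD under the library average, no early fluorescence shift, positive overall ratio signal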
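Signal: kinetic Fluo4 fluorescence imaging of calcium influx. Material: stable TRPC4beta/mu-opioid receptor HEK293 cells. Probe or stimulus: DAMGO in two steps, submaximal then maximal.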
TRPC4 agonist: TRPC4 (mouse) channel activation. 0.49% of 310,000 active. B-score at 10 µM. HEK293 TRPC4beta/mu-opioid, Fluo4 calcium fluorescence; stronger effect = higher value;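 active = B-score above 5 SD of library B-scores, and initial fluorescence ratio not above library mean plus 5 SD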;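 note: positive B-score marks a calcium rise read as TRPC4 activation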
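Assay system: HEK293 cells stably co-expressing mouse TRPC4beta and mu-opioid receptor / Timing: Fluo4 dye loading 45 min at room temperature, 110 s recording / Signal: Fluo4 calcium-sensitive dye fluorescence, kinetic, 1 Hz baseline / Read-out: integrated baseline-normalised fluorescence ratio, converted to per-well B score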
TRPC6 inh: blocks the mouse TRPC6 cation channel; 1.1% of 310,000 active; Q61143; B-score at 10 µM; HEK293-TRPC6, membrane potential dye, ACh-evoked depolarization; stronger effect = lower value;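 active = B-score under library mean minus 3 SD, initial fluorescence not abnormally high, positive integrated signal ratio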;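 note: B-score derived from integrated fluorescence ratio over the kinetic read; more negative B-score means stronger inhibition of depolarization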
Target sequence (Q61143 whole entry, looked up): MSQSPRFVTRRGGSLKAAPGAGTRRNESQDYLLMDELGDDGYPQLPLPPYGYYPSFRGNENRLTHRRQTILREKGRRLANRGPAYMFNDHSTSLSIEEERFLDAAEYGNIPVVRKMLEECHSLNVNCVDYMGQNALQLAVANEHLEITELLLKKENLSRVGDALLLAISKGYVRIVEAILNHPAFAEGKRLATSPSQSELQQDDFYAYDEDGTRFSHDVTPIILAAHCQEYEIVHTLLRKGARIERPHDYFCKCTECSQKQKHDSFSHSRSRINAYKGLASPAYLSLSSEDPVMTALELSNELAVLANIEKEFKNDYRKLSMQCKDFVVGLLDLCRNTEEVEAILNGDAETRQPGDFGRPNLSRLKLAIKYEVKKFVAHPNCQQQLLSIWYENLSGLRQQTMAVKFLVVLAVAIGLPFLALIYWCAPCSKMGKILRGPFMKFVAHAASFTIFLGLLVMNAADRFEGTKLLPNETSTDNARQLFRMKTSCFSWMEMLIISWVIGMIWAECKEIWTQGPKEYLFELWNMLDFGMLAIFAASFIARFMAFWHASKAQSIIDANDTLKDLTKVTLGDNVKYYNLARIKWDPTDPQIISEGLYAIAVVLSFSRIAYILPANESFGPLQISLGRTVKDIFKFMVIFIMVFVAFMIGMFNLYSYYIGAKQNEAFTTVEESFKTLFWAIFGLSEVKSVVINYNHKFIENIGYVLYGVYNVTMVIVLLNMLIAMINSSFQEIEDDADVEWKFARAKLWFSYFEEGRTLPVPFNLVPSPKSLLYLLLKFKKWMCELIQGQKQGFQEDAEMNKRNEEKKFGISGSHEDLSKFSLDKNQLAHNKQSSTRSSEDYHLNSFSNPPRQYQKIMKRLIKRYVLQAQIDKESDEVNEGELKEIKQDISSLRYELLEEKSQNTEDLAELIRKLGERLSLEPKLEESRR
TRPC6 activator: mouse TRPC6 channel activation; AID 2550; Q61143; 0.13% of 310,000 active; B-score at 10 µM; HEK293-TRPC6 membrane potential dye fluorescence; stronger effect = higher value;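 active = B-score of the integrated fluorescence ratio above library mean plus 3 SD, and starting fluorescence ratio within library mean plus 5 SD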;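 note: higher score means more depolarization so channel activation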
PolyA inhibitor: inhibitors of polyadenylation in S. cerevisiae; S. cerevisiae SKY197-pL101 polyadenylation reporter, beta-gal luminescence; efflux-impaired pdr1/pdr3 knockout yeast; score 100 = 6 SD above DMSO; calls only at 12 µM; 0.02% of 300,000 active;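 active = lowest replicate activity score at least 50, where 100 means six control SD above control mean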;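 note: yeast exposed to compound for 9 h at 30 °C; higher score means more reporter readthrough which indicates perturbed polyadenylation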
MrgX1 PAM: human MrgX1 positive allosteric modulation, primary screen; Q96LB2; MrgX1-HEK293, Fluo-4 calcium flux, FDSS; stronger effect = higher value; B-score at 10 µM; 0.63% of 310,000 active; AID 588675;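 active = plate-corrected calcium response at least 3 library SD above typical, normal starting fluorescence, not activating the receptor alone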;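 note: compound read alongside a low EC10 to EC30 dose of BAM8-22 agonist; peak minus trough fluorescence over baseline measured at the second addition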
Numbers without * were called inactive; i = inactive; / = no result given. Some of the compounds tested, so the mix of outcomes need not match the whole.

| entry | Compound | TRPC4 PAM | MrgX1 agonist | AI-2 QS modul | MrgX1 antag | HIF act | TRPC4 block |
| --- | --- | --- | --- | --- | --- | --- | --- |
| 1 | CC(=O)c1c(C)[nH]c(C(=O)OCC(=O)Nc2sc3c(c2C#N)CCC(C)C3)c1C (stereo not given) | i | i | 17.8 | i | -0.2 | i |
| 2 | Cc1ccc2c(Cl)cc(Cl)c(OCC(=O)NC(C)(C)C)c2n1 | i | i | 23.8 | i | -0.4 | i |
| 3 | Cc1ccc(C)c(-n2c(-c3ccc4c(c3)OCO4)n[nH]c2=S)c1 | i | i | 3.0 | i | 0.0 | i |
| 4 | Cc1cs/c(=N/C(=S)Nc2ccccc2)n1C | i | i | -8.6 | i | 0.3 | i |
| 5 | CC(CCc1ccccc1)C(=O)NO (stereo not given) | i | i | 28.1 | i | 0.2 | i |
| 6 | Cc1ccc(C(=O)N2CCN(c3ccc([N+](=O)[O-])c(NCc4ccco4)c3)CC2)cc1 | i | i | 11.7 | i | 0.1 | i |
| 7 | CSc1ccccc1NC(=O)c1cc2c(=O)n3ccccc3nc2s1 | i | i | 19.7 | i | 0.6 | i |
| 8 | CC(C)CC(=O)N1CC(=O)Nc2ccc(F)cc2C1c1ccccc1 (stereo not given) | i | i | 10.2 | i | 0.2 | i |
| 9 | Cc1cccc(-c2nc(CN3CCN(Cc4cccc(F)c4)CC3)c(C)o2)c1 | i | i | -1.5 | i | 0.0 | i |
| 10 | O=C(CCN1CCCC1)Nc1ccc(Br)cc1 | i | i | -6.8 | i | 0.5 | i |
| 11 | Cc1cc(=O)[nH]c(SCC(=O)Nc2cc(S(=O)(=O)N(C)C)ccc2Cl)n1 | i | i | 10.5 | i | -0.6 | i |
| 12 | O=C(COCc1nc2ccccc2c(=O)[nH]1)NCC1CCCCC1 | i | i | 21.8 | i | 1.7 | i |
| 13 | O=C(Nc1ccc2c(c1)CCC2)c1cnccn1 | i | i | 18.0 | i | 2.0 | / |
| 14 | CN(Cc1ccccc1OCCO)CC1CCCN(CCc2ccc(Cl)cc2)C1 (stereo not given) | i | i | 8.5 | i | -0.3 | i |
| 15 | COc1ccc(/C=N/NC(=O)CNS(=O)(=O)c2ccc(C)cc2)cc1 | i | i | 18.1 | i | -0.5 | i |

| entry | TRPC4 agonist | TRPC6 inh | TRPC6 activator | PolyA inhibitor | MrgX1 PAM |
| --- | --- | --- | --- | --- | --- |
| 1 | i | i | i | i | i |
| 2 | i | i | i | i | i |
| 3 | i | i | i | i | i |
| 4 | i | i | i | i | i |
| 5 | i | i | i | i | i |
| 6 | i | i | i | i | i |
| 7 | i | i | i | i | i |
| 8 | i | i | i | i | i |
| 9 | i | i | i | i | i |
| 10 | i | i | i | i | i |
| 11 | i | i | i | i | i |
| 12 | i | i | i | i | i |
| 13 | i | i | i | i | i |
| 14 | i | i | i | i | i |
| 15 | i | i | i | i | i |

13 entries from above, screen by screen:
1. CC(=O)c1c(C)[nH]c(C(=O)OCC(=O)Nc2sc3c(c2C#N)CCC(C)C3)c1C (stereo not given)
2. Cc1ccc2c(Cl)cc(Cl)c(OCC(=O)NC(C)(C)C)c2n1
3. Cc1ccc(C)c(-n2c(-c3ccc4c(c3)OCO4)n[nH]c2=S)c1
4. Cc1cs/c(=N/C(=S)Nc2ccccc2)n1C
5. CC(CCc1ccccc1)C(=O)NO (stereo not given)
6. Cc1ccc(C(=O)N2CCN(c3ccc([N+](=O)[O-])c(NCc4ccco4)c3)CC2)cc1
7. CSc1ccccc1NC(=O)c1cc2c(=O)n3ccccc3nc2s1
8. CC(C)CC(=O)N1CC(=O)Nc2ccc(F)cc2C1c1ccccc1 (stereo not given)
9. Cc1cccc(-c2nc(CN3CCN(Cc4cccc(F)c4)CC3)c(C)o2)c1
10. O=C(CCN1CCCC1)Nc1ccc(Br)cc1

| screen / no. | 1 | 2 | 3 | 4 | 5 | 6 | 7 | 8 | 9 | 10 |
| --- | --- | --- | --- | --- | --- | --- | --- | --- | --- | --- |
| TRPC4 PAM | i | i | i | i | i | i | i | i | i | i |
| MrgX1 agonist | i | i | i | i | i | i | i | i | i | i |
| AI-2 QS modul | 17.8 | 23.8 | 3.0 | -8.6 | 28.1 | 11.7 | 19.7 | 10.2 | -1.5 | -6.8 |
| MrgX1 antag | i | i | i | i | i | i | i | i | i | i |
| HIF act | -0.2 | -0.4 | 0.0 | 0.3 | 0.2 | 0.1 | 0.6 | 0.2 | 0.0 | 0.5 |
| TRPC4 block | i | i | i | i | i | i | i | i | i | i |
| TRPC4 agonist | i | i | i | i | i | i | i | i | i | i |
| TRPC6 inh | i | i | i | i | i | i | i | i | i | i |
| TRPC6 activator | i | i | i | i | i | i | i | i | i | i |
| PolyA inhibitor | i | i | i | i | i | i | i | i | i | i |
| MrgX1 PAM | i | i | i | i | i | i | i | i | i | i |

11. Cc1cc(=O)[nH]c(SCC(=O)Nc2cc(S(=O)(=O)N(C)C)ccc2Cl)n1
12. O=C(COCc1nc2ccccc2c(=O)[nH]1)NCC1CCCCC1
13. O=C(Nc1ccc2c(c1)CCC2)c1cnccn1

| screen / no. | 11 | 12 | 13 |
| --- | --- | --- | --- |
| TRPC4 PAM | i | i | i |
| MrgX1 agonist | i | i | i |
| AI-2 QS modul | 10.5 | 21.8 | 18.0 |
| MrgX1 antag | i | i | i |
| HIF act | -0.6 | 1.7 | 2.0 |
| TRPC4 block | i | i | / |
| TRPC4 agonist | i | i | i |
| TRPC6 inh | i | i | i |
| TRPC6 activator | i | i | i |
| PolyA inhibitor | i | i | i |
| MrgX1 PAM | i | i | i |

The listing continues:
| entry | Compound | TRPC4 PAM | MrgX1 agonist | AI-2 QS modul | MrgX1 antag | HIF act | TRPC4 block |
| --- | --- | --- | --- | --- | --- | --- | --- |
| 16 | CCc1ccc(NC(=S)NC2CC3CCCC(C2)N3Cc2ccccc2)cc1 (stereo not given) | i | i | 4.7 | i | -0.3 | i |
| 17 | C/C(=N\Nc1nc(C)cc(-c2ccccc2)n1)c1cccc(N)c1 | i | i | 13.0 | i | 0.7 | i |
| 18 | COCCn1c(SCC(=O)N2CCCCC2)nc2c([nH]c3ccccc32)c1=O | i | i | 8.5 | i | 0.2 | i |
| 19 | COc1ccc(CC(=O)N(CC2CCCO2)c2nc3ccccc3s2)cc1 (stereo not given) | i | i | -24.6 | i | 0.8 | i |
| 20 | Cc1ccc([N+](=O)[O-])cc1-c1ccc(/C=N\n2nnnc2N)o1 | i | i | 29.8 | i | -0.1 | i |
| 21 | CC(=C1C(=O)c2ccccc2C1=O)N1CCN(c2ccc(F)cc2)CC1 | i | i | 31.7 | i | -0.4 | i |
| 22 | Cc1ccc(NC(=O)CCn2c(=O)c3cccn3c3ccccc32)c(C)c1 | i | i | 12.0 | i | -0.1 | i |
| 23 | C=CCNC(=O)COc1coc(CN2CCN(C(=O)c3ccco3)CC2)cc1=O | i | i | 17.0 | i | -0.2 | i |
| 24 | CC(=O)Nc1ccc(NS(=O)(=O)Cc2ccccc2)cc1 | i | i | 6.3 | i | 0.9 | i |
| 25 | O=C(CSc1nc2ccccc2c(=O)n1Cc1ccco1)NCc1ccccc1 | i | i | 12.4 | i | -0.1 | i |
| 26 | Cc1cccc2c(N=Nc3ccc(S(=O)(=O)Nc4ccc(Cl)cc4)cc3[N+](=O)[O-])c(O)[nH]c12 | i | i | 18.5 | i | 0.0 | i |
| 27 | CCCn1nnc(NC(=S)NC(=O)CC)n1 | i | i | 14.4 | i | -0.1 | i |
| 28 | C=CCn1c(SCC(=O)c2ccc(NS(=O)(=O)c3ccccc3)cc2)nnc1-c1cccs1 | 18* | i | 64.5 | i | 0.5 | i |
| 29 | O=C(c1ccc2c3c(cccc13)CC2)C1CCCN(Cc2ccc(OCCO)cc2)C1 (stereo not given) | i | i | 20.4 | i | -0.5 | i |
| 30 | CCN(CC)C(=O)CSc1nc2sc3c(c2c(=O)n1CCOC)CCC3 | i | i | 3.8 | i | -1.6 | i |
| 31 | CSCCC(NC(=O)c1ccccc1)C(=O)NC1CCCC1 (stereo not given) | i | i | 22.6 | i | -0.1 | i |
| 32 | CNc1c(NS(=O)(=O)c2cc(OC)ccc2OC)c(=O)oc2ccccc12 | i | i | / | i | -12.9 | i |

| entry | TRPC4 agonist | TRPC6 inh | TRPC6 activator | PolyA inhibitor | MrgX1 PAM |
| --- | --- | --- | --- | --- | --- |
| 16 | 51* | i | i | i | i |
| 17 | i | i | i | i | i |
| 18 | i | i | i | i | i |
| 19 | i | i | i | i | i |
| 20 | i | i | i | i | i |
| 21 | i | i | i | i | i |
| 22 | i | i | i | i | i |
| 23 | i | i | i | i | i |
| 24 | i | i | i | i | i |
| 25 | i | i | i | i | i |
| 26 | i | i | i | i | i |
| 27 | i | i | i | i | i |
| 28 | i | i | i | i | i |
| 29 | i | i | i | i | i |
| 30 | i | i | i | i | i |
| 31 | i | i | i | i | i |
| 32 | i | i | i | i | i |
